Assay outcomes from PubChem BioAssay.
POLB inh = DNA polymerase beta (human) inhibition; P06746; 1.3% of 340,000 active; Potency, µM (top dose mostly 114 µM), for inactives: at the highest dose activity change, negative = inhibition, hits mostly inhibitors; Pol beta primer extension/strand displacement, fluorescence kinetic; AID 485314; further: potency means the concentration at half of the fitted maximal effect; on the % scale 0 is the no-effect control and ±100 the full control effect
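Reaction started by 50 nM substrate onto compound-treated Pol beta (10 nM, 15 min preincubation, room temperature); plates read at 0 min and 10 min. Normalized concentration-effect data fitted by four-parameter Hill equation.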
POLK inh = DNA polymerase kappa (human) inhibition; Q9UBT6; Potency, µM (doses to about 107 µM), without a hit: at the highest dose activity, negative = inhibition, hits mostly inhibitors; 0.53% of 400,000 active; purified Pol kappa, fluorescent DNA synthesis assay, 10 min; further: potency means the concentration at half of the fitted maximal effect; on the % scale 0 is the no-effect control and ±100 the full control effect
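Enzyme at 10 nM met test compounds for 15 min at room temperature. Substrate addition (50 nM final) began the reaction, which was monitored by fluorescence at 0 and 10 min.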
BLM helicase inh = blocks DNA unwinding by human BLM helicase | P54132 | recombinant BLM DNA unwinding, fluorescence dequenching | Potency, µM (series often up to 56.1 µM), without a hit: at the highest dose activity change, negative = inhibition, most hits filed as inhibitors | 0.2% of 350,000 active;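 further: potency means the concentration at half of the fitted maximal effect; plate controls were vehicle for no effect and no enzyme for full effect; nearly all actives have a fitted effect of over 35% in size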
Target sequence (P54132 whole entry, looked up): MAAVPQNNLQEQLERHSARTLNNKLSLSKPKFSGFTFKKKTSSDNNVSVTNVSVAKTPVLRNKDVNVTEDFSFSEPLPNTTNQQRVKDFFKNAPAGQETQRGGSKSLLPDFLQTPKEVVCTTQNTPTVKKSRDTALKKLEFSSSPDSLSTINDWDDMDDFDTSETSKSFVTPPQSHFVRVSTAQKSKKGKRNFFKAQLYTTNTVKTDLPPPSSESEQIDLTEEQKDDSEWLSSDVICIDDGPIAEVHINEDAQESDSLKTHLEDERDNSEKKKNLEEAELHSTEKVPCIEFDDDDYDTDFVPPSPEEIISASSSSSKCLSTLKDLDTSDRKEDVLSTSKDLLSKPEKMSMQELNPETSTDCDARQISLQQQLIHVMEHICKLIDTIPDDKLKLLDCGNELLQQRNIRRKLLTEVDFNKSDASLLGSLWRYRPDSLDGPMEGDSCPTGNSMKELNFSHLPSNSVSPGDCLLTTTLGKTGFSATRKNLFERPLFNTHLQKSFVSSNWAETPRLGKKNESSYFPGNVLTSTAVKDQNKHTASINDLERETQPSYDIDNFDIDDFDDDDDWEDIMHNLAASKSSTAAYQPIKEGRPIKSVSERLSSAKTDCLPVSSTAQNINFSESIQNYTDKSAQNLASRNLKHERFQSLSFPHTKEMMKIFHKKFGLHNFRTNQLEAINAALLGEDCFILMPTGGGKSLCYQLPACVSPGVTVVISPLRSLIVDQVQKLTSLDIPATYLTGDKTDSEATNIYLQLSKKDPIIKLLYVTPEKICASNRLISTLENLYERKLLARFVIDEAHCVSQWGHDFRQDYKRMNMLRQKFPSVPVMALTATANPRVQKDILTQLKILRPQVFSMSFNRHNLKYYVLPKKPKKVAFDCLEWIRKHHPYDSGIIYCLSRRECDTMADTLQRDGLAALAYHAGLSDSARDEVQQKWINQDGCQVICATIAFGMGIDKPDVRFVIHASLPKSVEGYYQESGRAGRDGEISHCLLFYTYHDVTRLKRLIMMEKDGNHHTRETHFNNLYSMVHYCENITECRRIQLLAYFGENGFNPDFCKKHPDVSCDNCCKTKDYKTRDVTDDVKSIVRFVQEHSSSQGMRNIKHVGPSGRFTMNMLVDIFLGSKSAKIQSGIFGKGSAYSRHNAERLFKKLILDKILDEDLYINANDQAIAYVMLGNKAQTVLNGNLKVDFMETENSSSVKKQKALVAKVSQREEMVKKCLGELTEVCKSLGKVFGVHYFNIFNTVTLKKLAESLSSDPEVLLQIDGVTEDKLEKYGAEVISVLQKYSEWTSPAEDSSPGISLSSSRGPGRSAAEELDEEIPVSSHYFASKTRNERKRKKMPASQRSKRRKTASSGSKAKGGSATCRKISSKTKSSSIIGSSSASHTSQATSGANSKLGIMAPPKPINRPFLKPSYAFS
Glioma ERSR ind = induces the endoplasmic reticulum stress response in human glioma cells; U87-MG GRP78 promoter luciferase reporter, 16 h; Potency, µM, for inactives: at the highest dose activation, most hits filed as activators; 0.02% of 420,000 active; AID 602332; further: potency means the concentration at half of the fitted maximal effect; series mostly up to about 76 µM; % of control where 0% means no effect; nearly all actives have a fitted effect of over 35% in size
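Stably transfected U87-MG glioma cells carrying a GRP78-based luciferase sensor; 16 h compound incubation. Luminescence end-point read 10 min after Bright-Glo addition at room temperature.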
Anesthetic bind = candidate novel general anesthetic via apoferritin binding; P02791; apoferritin/1-aminoanthracene competitive binding, fluorescence; Potency, µM (series often up to 77.5 µM), without a hit: at the highest dose activity change, negative = displacement, usual class: inhibitors; 0.074% of 350,000 active; AID 485281; further: potency means the concentration at half of the fitted maximal effect; on the % scale 0 is the no-effect control and ±100 the full control effect; nearly all actives have a fitted effect of over 20% in size
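Probe: 1-aminoanthracene (50% saturated, PBS). Protein: horse-spleen apoferritin, 10 uM. Incubation: 10 min, room temperature. Detection: 380 nm excitation, 535 nm emission. Analysis: normalized response, four-parameter Hill.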
POLI inh = DNA polymerase iota (human) inhibition; Q9UNA4; Pol iota fluorescent replication assay, 10 min; Potency, µM (doses to about 115 µM), without a hit: at the highest dose activity, negative = inhibition, hits mostly inhibitors; 1% of 390,000 active; further: potency means the concentration at half of the fitted maximal effect
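Pol iota at 10 nM preincubated 15 min with compounds at room temperature; reaction started with fluorescent substrate, 50 nM final. Fluorescence read kinetically at 0 and 10 min; buffer-only wells as negative control.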
LDHA inh = blocks human lactate dehydrogenase A; AID 1347041; 0.15% of 480,000 active; P00338; activity change, % (values are at about 110 or 230 µM); purified LDHA, NADH/diaphorase-resazurin fluorescence; hits give low values; in the data active means activity change below about -30%; inconclusive means mostly about -25% to -30%;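 further: plate controls were DMSO wells for no effect and wells without enzyme for full effect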
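Remaining NADH was detected by diaphorase (0.133 mg/mL) converting 37 µM resazurin to fluorescent resorufin, read at 0 and 20 minutes. The preceding 5-minute room-temperature reaction used 2 nM LDHA, 0.2 mM sodium pyruvate and 0.06 mM NADH at pH 7.4.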
APEX1 inh = blocks human APE1 abasic DNA cleavage; P27695; recombinant APE1, TAMRA/BHQ-2 abasic DNA cleavage fluorescence; Potency, µM (titrated, usually from 65.8 µM), for inactives: at the highest dose activity change, negative = inhibition, actives largely listed as inhibitors; 0.35% of 350,000 active; AID 2517;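 further: potency means the concentration at half of the fitted maximal effect; plate controls were vehicle for no effect and reference inhibitor for full effect; nearly all actives have a fitted effect of over 55% in size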
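APE1 at 0.75 nM preincubated 15 min at room temperature with compound. Reaction then started with 50 nM double-stranded THF-abasic substrate labelled with TAMRA/BHQ-2, and 525/598 nm fluorescence read kinetically. Activity taken as third-minus-first read difference, normalized to DMSO and NSC13755 controls.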
Pol eta inh = blocks human DNA polymerase eta activity. recombinant Pol eta, fluorescent DNA replication assay. 1.2% of 390,000 active. AID 588591. Potency, µM (series often up to 114 µM), for the others: at the highest dose activity change, negative = inhibition, usual class: inhibitors; further: potency means the concentration at half of the fitted maximal effect; on the % scale 0 is the no-effect control and ±100 the full control effect
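Pol eta at 10 nM preincubated with compounds 15 min at room temperature; reaction started with fluorescent substrate (50 nM final) and read kinetically at 0 and 10 min.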
* hit, by the source's call; ? = inconclusive; / = no result given; & = joins results of further samples; [ ] = dose if it differs, or a comment. Unless noted, the call rests on the fitted dose curve; in most records, active means well fitted curve in the direction sought with a large enough effect; inconclusive means small, poorly fitted or top-dose-only effect, or another doubt; inactive means no such curve, though single readings can be large; an effect the other way counts as inactive or inconclusive. This is a subset; the hit share may differ from the screen's.

SMILES	POLB inh	POLK inh	BLM helicase inh	Glioma ERSR ind	Anesthetic bind	POLI inh	LDHA inh	APEX1 inh	Pol eta inh
Cc1onc(-c2ccccc2)c1C(=O)OCC(=O)NC(=O)c1ccccc1	/	-6%	/	-4%	/	23%	-5	0%	-2%
Cc1ccc(/C=N/NC(=O)C2(O)c3ccccc3-c3ccccc32)o1	-28%	-6%	-1%	-2%	0%	-7%	0	6%	?
COCCNC(=O)C(OC(=O)c1ccco1)c1ccc(OC)cc1 (stereo unspecified)	/	-8%	/	1%	/	29%	-1	/	-6%
Cc1ccc(C)c2[nH]c(=O)c(CN(Cc3cccs3)C(=S)NCc3ccco3)cc12	2%	0%	-3%	-4%	-10%	16%	-5	-3%	-5%
Cn1c(SCC(=O)NC2CCCC2)nc2c(c1=O)SCC2	0%	-19%	-4%	1%	-5%	-24%	-16&-17	-11%	11%
Cc1ccccc1/C=C1\Oc2ccccc2C1=O	/	7%	/	7%	/	-19%	5	-13%	-12%
Cc1cc(NC(=O)c2cc(-c3ccccn3)nc3c(Cl)cccc23)no1	-26%	0%	-11%	-5%	-14%	-5%	-4	23%	-22%
O=C(c1ccc2c(=O)n3c(nc2c1)CCCCC3)N1CCN(c2ccc(Cl)cc2)CC1	1%	12%	-6%	2%	-11%	8%	3	21%	-1%
O=C(NCc1ccco1)C(c1ccc(F)cc1)N(C(=O)Cc1cccs1)c1cccnc1 (stereo unspecified)	-24%	-3%	-2%	-4%	-7%	19%	0	0%	-8%
Cc1ccc(CN2CCN(/N=C/c3cccnc3)CC2)cc1	-1%	-4%	5%	-3%	-5%	6%	-10	3%	-7%
O=C(CNC(=O)c1cccc(F)c1)OCC(=O)N1CCCc2ccccc21	2%	-16%	-7%	-2%	?	10%	-3	8%	-13%
CCOC(=O)c1c(NC(=O)c2cc(-c3ccc(Br)cc3)on2)sc(C)c1C	-13%	-23%	-4%	0%	4%	13%	-7	/	-10%
CCn1c(CSc2nc(C)cc(C)n2)nnc1SCC(N)=O	13%	-8%	-3%	-2%	1%	33%[activator]	-6	9%	-5%
COc1cc2c(cc1OC)C(C)N(C(=O)/C=C/c1cc(OC)c(OC)c(OC)c1)CC2 (stereo unspecified)	92%	-12%	-6%	0%	-11%	-8%	-4	18%	4%
CC(=O)CC(=O)NC(=NC1CCCCC1)Nc1nc(C)cc(C)n1	-21%	-5%	-5%	-4%	-5%	22%	2	-2%	-5%
CCOC(=O)Cc1nnc(NC(=O)CSc2nnc3c4ccccc4n(C)c3n2)s1	45µM*	?	-15%	-3%	?	5µM*	-1	-2%	-6%
CN1CCN(C(=O)CCc2nc3ccccc3n2-c2ccccc2)CC1	-3%	-16%	4%	-1%	-3%	5%	-3	19%	-15%
Oc1ccc(C[C@H]2CNC(=S)N2CC2CCCN2C[C@H](Cc2ccccc2)N2C[C@H](Cc3ccc(O)cc3)N(CC3CCCCCC3)C2=S)cc1 (stereo partly specified)	/	-5%	/	5%	/	18%	-16	/	-4%
CC1=NS(=O)(=O)NC(C)(C)C1	/	-23%	/	-2%	/	27%	-4	/	-15%
O=C(CC1NCCN(Cc2ccccc2)C1=O)Nc1ccc(Cl)cc1 (stereo unspecified)	4%	-2%	-6%	-2%	5%	-6%	-3	3%	-11%
COc1ccc(OC)c(C2C3CN(C(C)C)CC=C3C(C#N)=C(N)C2(C#N)C#N)c1 (stereo unspecified)	30%	-5%	-5%	-5%	-9%	13%	-3	14%	-15%
Cn1cc([N+](=O)[O-])c(C(=O)Nc2ccn(Cc3c(F)c(F)cc(F)c3F)n2)n1	-18%	-7%	-17%	-12%	-13%	0%	0	-3%	-12%
O=C(CC1(O)C(=O)N(CCc2ccccc2)c2ccc(Br)cc21)c1ccccc1O (stereo unspecified)	-16%	-11%	-14%	9%	?	-4%	6	/	-12%
Cc1ccc(C(=O)NC2CCS(=O)(=O)C2)cc1S(=O)(=O)N1CCOCC1 (stereo unspecified)	-21%	-9%	0%	0%	5%	5%	-6	0%	-10%
COc1ccc(NC(=O)c2cc3ccccc3cc2OC)cc1	8%	?	-4%	2%	-4%	?	10	-12%	-13%
Fc1ccc(CNc2nc(-c3cccnc3)nc3ccccc23)cc1	?	-12%	4%	-6%	0%	5%	-7	5%	5%
O=C(Cc1ccccc1)NC(Nc1cccc2ccccc12)C(Cl)(Cl)Cl (stereo unspecified)	3%	-9%	-5%	-9%	-18%	-4%	-5	-3%	-12%
Cc1cccn2c(=O)c3cc(C(=O)NCCCN4CCCC4=O)n(C)c3nc12	-2%	-22%	1%	2%	66%[activator]	15%	-2	5%	-4%
CCOC(=O)CCNCc1ccc(OC)c(OC)c1	6%	-1%	0%	-5%	1%	33%[activator]	-17	29%	1%
COc1ccc(S(=O)(=O)N2CCN(C(=O)N3CCOCC3)C2C)cc1 (stereo unspecified)	-18%	3%	-2%	0%	5%	59%[activator]	-12	44%	-11%
CCOc1ccc(S(=O)(=O)N2CCCC(C(=O)NCc3ccncc3)C2)cc1Cl (stereo unspecified)	10%	-6%	3%	-4%	7%	7%	-9	-8%[12.4 µM]	4%
COc1ccc(NC(=O)COC(=O)CNS(=O)(=O)c2ccc(F)c(F)c2F)cc1OC	34%	-12%	3%	-4%	4%	104%[activator]	-3	12%	-10%
O=C(CSc1nnc(CNc2cccc(C(F)(F)F)c2)n1Cc1ccco1)NCc1ccco1	1%	-19%	4%	-5%	4%	-2%	-6	5%	-3%
CCOc1c(Cl)cc(C(=O)Nc2ccccc2C(=O)O)cc1Cl	32%	-14%	1%	-5%	-16%	10%	0	-4%	0%
Nc1nnc(SCC(=O)Nc2ccc(Cl)c(C(=O)O)c2)s1	15%	-9%	-3%	-3%	0%	-3%	-10	-12%	6%
O=C(NCc1ccc(-c2csnn2)cc1)C1CC1	-1%	-6%	-1%	-2%	3%	-7%	-4	-2%	-6%

Brought forward from above: 2 entries, followed by the next part.
SMILES	POLB inh	POLK inh	BLM helicase inh	Glioma ERSR ind	Anesthetic bind	POLI inh	LDHA inh	APEX1 inh	Pol eta inh
Nc1nnc(SCC(=O)Nc2ccc(Cl)c(C(=O)O)c2)s1	15%	-9%	-3%	-3%	0%	-3%	-10	-12%	6%
O=C(NCc1ccc(-c2csnn2)cc1)C1CC1	-1%	-6%	-1%	-2%	3%	-7%	-4	-2%	-6%
CCOc1ccc(NC(=O)CSc2ccc(-c3cccnc3)nn2)cc1	-24%	-8%	1%	-4%	-6%	19%	-8	-11%	-1%
Cc1cccc(N=c2c([N+](=O)[O-])nn(-c3ccc(Cl)cc3)n2O)c1	10%	9%	1%	5%	?	9%	-5	-4%	-20%
CN(Cc1ccccc1)C(=O)COC(=O)CCC(=O)c1ccc(Cl)cc1	/	-10%	/	-4%	/	8%	-12	-3%	-2%
CCN(CC)CCCNC(=O)c1ccc(Cn2c(SCc3ccccc3)nc3cccnc32)cc1	0%	-18%	-13%	-2%	-11%	-9%	-5	/	-2%
Cc1cc2c(cc1S(=O)(=O)N1CCCC1)n(C)c(=O)c(=O)n2C	-11%	0%	1%	-5%	-16%	27%	1	15%	-9%
N#Cc1nnn(-c2ccc(Cl)cc2)c1N	-24%&1%	4%	-9%&-5%	-2%	7%&-1%	11%	-4	1%&-11%	4%
Cc1noc(C)c1COc1ccc(C(=O)OCC(=O)N2CC3(C)CC2CC(C)(C)C3)cc1 (stereo unspecified)	-7%	-25%	-5%	-4%	34%[activator]	-9%	5	0%	-14%
C=CCc1cc(Cl)ccc1OCCCn1ccnc1	14%	-4%	-1%	-3%	-6%	22%	-16	11%	-10%
CCN(CC)c1ccc2cc(C(=O)NCc3ccc(F)cc3)c(=N)oc2c1	1%	/	0%	/	-5%	/	/	-3%	/
O=C(O)C1CC=CCC1C(=O)Nc1ccccc1C(=O)N1CCN(c2ccccc2)CC1 (stereo unspecified)	2%	-1%	2%	-4%	7%	-6%	-4	-6%	-7%
O=C(Cn1c(=O)oc2cc(S(=O)(=O)N3CCCC3)ccc21)N1CCN(c2ccccc2)CC1	?	-3%	-3%	-1%	-12%	-22%	-2	-1%	-5%
CCOC(=O)C1(Cc2ccc(Cl)cc2)CCN(Cc2cnc(N)nc2)CC1	-8%	4%	-2%	-1%	-4%	48%[activator]	-3	-1%	-24%
COCCn1c(=O)c(-c2ccccc2)nc2cnc(Oc3ccc(OC)cc3)nc21	/	0%[60.1 µM]	-8%	-4%	/	/	/	-1%	/
CCOc1ccc(NS(=O)(=O)c2cc(C(=O)NCC3CCCO3)ccc2Cl)cc1 (stereo unspecified)	/	-2%	/	6%	/	3%	-5	24%	-20%
O=C(COc1ccccc1)Nc1nccs1	13%	3%	5%	-5%	-10%	23%	-7	1%	-12%
N#Cc1ccccc1NC(=O)COC(=O)CN1C(=O)C2CCCCC2C1=O (stereo unspecified)	/	3%	/	-3%	/	11%	-3	34%	-13%
COc1ccc(CNC(=O)C2CCCN2C(=O)NCc2ccccc2)cc1 (stereo unspecified)	1%	0%	3%	-1%	0%	17%	0	51%[activator]	-13%
CCOc1cc(Br)c(COc2ccc(C)nc2[N+](=O)[O-])cc1OCC	3%	-8%	-10%	-2%	-10%	10%	1	-6%	-17%
COc1ccc(N2C(=O)C3C4C=CC(C4)C3C2=O)c(OC)c1 (stereo unspecified)	12%	-4%	-1%	-6%	?	-2%	-2	-2%	-16%
CCc1cc2c(=O)nc3n(c2s1)Cc1ccccc1/C3=C(/O)c1cccc([N+](=O)[O-])c1	-4%	-5%	-11%	0%	223%[activator]	-8%[58.9 µM]	-2	0%	-7%
CC(=O)N1CCN(c2ccc(C(N)=O)cc2[N+](=O)[O-])CC1	17%	8%	-9%	-3%	-4%	8%	-4	-5%	-16%
